MITF act: activators of MITF-driven TRPM1 promoter activity in SK-MEL-5 cells; SK-MEL-5 TRPM1-promoter luciferase, 24 h; % of positive control, neutral wells = 0; hit rate 0.75% among 300,000; activation, % at 12.5 µM; AID 588334;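 active = mean activation of at least 80% with every replicate also reaching 80%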;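 note: 0% = neutral control wells and 100% = parthenolide positive control wells; values of inactives mirror those of a sister screen read the other way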
dFosB activator: enhances mouse delta FosB homodimer DNA binding; purified delta FosB, TAMRA-CDK5 oligo fluorescence polarization; percent of positive-control signal above neutral wells; activation, % at 25 µM; hit rate 0.99% among 340,000;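 active = mean activation above about 17%, with every replicate also reaching it, limit read from the data, passing the limit was not always enough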;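 note: fluorescence polarization rise as delta FosB binds a TAMRA Cdk5 AP-1 oligo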
Target sequence (P13346 whole entry, looked up): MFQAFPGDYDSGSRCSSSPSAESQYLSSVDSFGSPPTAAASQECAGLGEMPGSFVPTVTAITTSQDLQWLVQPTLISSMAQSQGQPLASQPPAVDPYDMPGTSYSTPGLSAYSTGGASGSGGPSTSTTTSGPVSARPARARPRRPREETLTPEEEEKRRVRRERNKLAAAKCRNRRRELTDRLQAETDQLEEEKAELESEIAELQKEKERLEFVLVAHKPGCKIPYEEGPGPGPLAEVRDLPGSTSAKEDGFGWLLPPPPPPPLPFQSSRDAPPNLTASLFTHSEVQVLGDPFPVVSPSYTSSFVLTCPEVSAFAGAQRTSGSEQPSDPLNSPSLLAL
CDK5 inh: CDK5/p35 (human) kinase inhibition; Q00535+Q15078; Recombinant CDK5/p35, ADP-Glo luminescence, 60 min; inhibition, % at 10 µM; hit rate 0.01% among 330,000;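 active = highest replicate inhibition of at least 50% and at least 75% of replicates reaching 50%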;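 note: plate controls were DMSO neutral control for no effect and GW8510 at 10 µM for full effect; many of its hits are not listed in these tables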
SR-BI HDL uptake: mouse SR-BI HDL lipid transfer inhibition; hit rate 0.96% among 320,000; Q61009; ldlA[mSR-BI] CHO cells, DiI-HDL uptake fluorescence, 3 h; inhibition, % at 12.5 µM; AID 488896;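 active = mean replicate inhibition of at least 70% and a set share of replicates each scoring 70 or more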;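 note: 0% = median of neutral control wells and 100% = median of positive control wells; values of inactives mirror those of a sister screen read the other way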
Target sequence (Q61009 whole entry, looked up): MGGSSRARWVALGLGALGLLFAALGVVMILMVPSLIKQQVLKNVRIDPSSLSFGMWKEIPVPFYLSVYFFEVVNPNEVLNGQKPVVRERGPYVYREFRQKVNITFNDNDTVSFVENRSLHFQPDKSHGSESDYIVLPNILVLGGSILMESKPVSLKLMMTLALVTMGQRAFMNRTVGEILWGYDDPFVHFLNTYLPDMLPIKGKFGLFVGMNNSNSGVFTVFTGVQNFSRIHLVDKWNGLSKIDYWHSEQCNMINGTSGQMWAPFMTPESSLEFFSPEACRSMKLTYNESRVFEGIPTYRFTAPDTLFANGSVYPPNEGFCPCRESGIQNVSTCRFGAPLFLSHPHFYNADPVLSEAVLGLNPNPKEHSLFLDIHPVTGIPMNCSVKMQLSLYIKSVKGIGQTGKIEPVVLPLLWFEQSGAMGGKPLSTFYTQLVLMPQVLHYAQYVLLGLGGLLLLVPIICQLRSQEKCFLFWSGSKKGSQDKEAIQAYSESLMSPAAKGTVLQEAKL
Wnt act: activators of Wnt/beta-catenin signaling; activation, % at 9.35 µM; Wnt/beta-catenin reporter cell assay, activator, plate reader; hit rate 1.2% among 300,000; in the data active = activation above about 30%, passing the limit was not always enough;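 note: 0% = neutral control wells and 100% = positive control wells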
V-ATPase pH: alters yeast V-ATPase proton transport; hit rate 0.37% among 350,000; response, % at 10 µM; S. cerevisiae, pHLuorin cytosolic pH fluorescence; AID 504577; in the data active = response mostly above about 7.3%, no sharp cut-off; inactive = mostly below about 5.4%; note: actives read high; inactives centre near 0; some compounds called inactive have numbers as strong as hits; reference of the scale not given here
PvdQ acylase: blocks Pseudomonas aeruginosa PvdQ acylase activity | hit rate 0.063% among 340,000 | AID 488965 | purified PvdQ acylase, fluorescence plate reader | inhibition, % at 10 µM; in the data active = inhibition above about 30%, passing the limit was not always enough;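 note: 0% = vehicle neutral wells and 100% = reference inhibitor wells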
NSD2 inh: inhibitors of human histone methyltransferase NSD2; O96028; NSD2 peptide methylation, AlphaScreen, 120 min; inhibition, % at 12.5 µM; hit rate 0.54% among 310,000; in the data active = inhibition above about 50%
HTR5A ag ctr: activates human HTR5A in OPRM1-OPRD1 agonist counter-screen; P47898; HTR5A agonist assay, luminescence, cell-based; activation, % at 9.3 µM; hit rate 0.61% among 340,000; AID 504692; in the data active = activation mostly above about 9.5%, no sharp cut-off; inactive = mostly below about 7.6%;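 note: 0% = cells with vehicle only and 100% = reference agonist; strong numbers were not always called active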
HTR5A inv ag: HTR5A inverse agonism, opioid heterodimer counter-screen; P47898; HTR5A cell line, luminescence; inhibition, % at 9.3 µM; hit rate 0.083% among 340,000; AID 504634; in the data active = inhibition mostly above about 23%, no sharp cut-off; inactive = mostly below about 18%;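 note: 0% = cells with DMSO and 100% = no-cell wells with DMSO; some compounds called inactive have numbers as strong as hits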
* = called active by the depositor; · = not tested or not shown.

SMILES	MITF act	dFosB activator	CDK5 inh	SR-BI HDL uptake	Wnt act	V-ATPase pH	PvdQ acylase	NSD2 inh	HTR5A ag ctr	HTR5A inv ag
COc1ccccc1NC(=O)COc1ccc(C(=O)OCC(=O)NC(C)(C)C)cc1OC	2	-10	2.7	51	-1	-2	-14	-1	0	-1
COc1ccc(Cl)cc1N1C(=O)C2CCCN2C1c1cccc(F)c1 (stereo not given)	·	-1	0.7	14	-1	2	-17	·	-4	10
CCNC(=S)N(Cc1ccccc1)Cc1nc2ccccc2c(=O)[nH]1	-6	-7	-0.3	-51	-1	-1	-16	0	-2	25
CC1CN(CCOc2ccccc2-c2ccccc2)CC(C)O1 (stereo not given)	0	0	-0.5	-8	-3	-1	4	1	8	-26
Cc1cc(/C=C(\C#N)C(=O)NCc2ccco2)c(C)n1-c1ccc(C(=O)O)cc1	-4	-3	1.1	-6	-3	6	-14	19	6	-14
Cc1ccc(S(=O)(=O)CC(=O)c2cc3cccc(C)c3oc2=O)cc1	0	-8	-14	-11	2	3	8	5	-4	20
Cc1ccc(S(=O)(=O)N2CCC(C(=O)OC(C)C(=O)NCc3ccccc3)CC2)cc1C (stereo not given)	-3	-13	1.7	6	-3	0	7	-2	0	3
O=C(Nc1cccc(-c2cnc3ccccc3n2)c1)c1ccccc1	4	0	2.2	14	·	1	-2	7	-1	2
CC1(C)CC(=O)C(C(c2ccncc2)C2C(=O)CC(C)(C)CC2=O)C(=O)C1	-5	-2	-0.7	-26	-4	3	0	-1	2	-5
COc1cc(N2CN=c3s/c(=C\c4ccccn4)c(=O)n3C2)cc(OC)c1OC	8	-10	0.1	-14	·	6	3	2	-3	-1
COc1ccc(NC(=O)NNC(=O)COc2ccc3cc(Br)ccc3c2)cc1OC	4	144*	0.5	35	0	0	-10	2	3	4
COc1ccc(S(=O)(=O)N2CCCCC2)cc1NC(=O)C1COc2ccccc2O1 (stereo not given)	5	-7	0.6	32	-5	4	-13	0	3	8
CCOc1ccc(Br)cc1C(=O)N/N=C/c1cccc(C)n1	-5	0	0.4	-25	-1	2	-17	15	1	-5
Cc1c(CN2CCC(Oc3ccc(C(=O)N4CCCCC4)cc3)CC2)cnn1C	11	2	0.2	-20	-1	2	-10	0	-2	3
COc1ccc2cnnc(SCC(=O)Nc3ccccc3)c2c1OC	3	-19	-1.3	-16	4	-3	4	1	-1	-24
N#CC(CO)(Cc1ccc(OC(F)F)cc1)c1nc2ccccc2[nH]1 (stereo not given)	10	2	1.3	7	·	3	-1	-1	0	-1
CCOCCCNC(=O)C1CCC(CNS(=O)(=O)c2ccc(F)cc2)CC1 (stereo not given)	0	-2	0.3	-14	-4	1	-6	34	2	12
Cc1ccccc1NC(=O)NNC(=O)COc1ccc2ccccc2c1	0	7	-2.5	-23	-1	2	-5	-2	2	18
COc1ccc(C)cc1NC(=O)NC1CCCCCCC1	4	-9	0.3	21	0	2	-9	-1	2	11
CCN(CC)CCNC(=O)C12CC3CC(CC(C3)C1)C2	7	1	1.3	12	·	0	1	-2	5	20
CNC(=O)C(=O)NCCN1CCN(C(=O)c2ccc([N+](=O)[O-])cc2)CC1	-1	-5	-3.5	-7	-3	4	-15	4	1	7
C[C@@H](C(=O)Nc1nccs1)N1C(=O)C2CC=CCC2C1=O (stereo not given in full)	3	1	2.6	-27	-2	-2	-3	-1	1	-6
O=C(Nc1cccc(-c2nc3cccnc3s2)c1)c1ccc(Cl)nc1	-9	27*	-3.5	43	15	-2	-11	5	2	32
CCCNC(=S)N1CCN(C)CC1	10	6	-0.3	10	·	8.2*	-8	5	3	-32
CC(=O)N1c2ccc(S(=O)(=O)NCC3CCC(C(=O)Nc4cccc(C)n4)CC3)cc2CC1C (stereo not given)	-37	-11	1.4	56	-3	-1	-17	2	0	1

Brought forward from above: 7 entries, followed by the next part.
SMILES	MITF act	dFosB activator	CDK5 inh	SR-BI HDL uptake	Wnt act	V-ATPase pH	PvdQ acylase	NSD2 inh	HTR5A ag ctr	HTR5A inv ag
COc1ccc(C)cc1NC(=O)NC1CCCCCCC1	4	-9	0.3	21	0	2	-9	-1	2	11
CCN(CC)CCNC(=O)C12CC3CC(CC(C3)C1)C2	7	1	1.3	12	·	0	1	-2	5	20
CNC(=O)C(=O)NCCN1CCN(C(=O)c2ccc([N+](=O)[O-])cc2)CC1	-1	-5	-3.5	-7	-3	4	-15	4	1	7
C[C@@H](C(=O)Nc1nccs1)N1C(=O)C2CC=CCC2C1=O (stereo not given in full)	3	1	2.6	-27	-2	-2	-3	-1	1	-6
O=C(Nc1cccc(-c2nc3cccnc3s2)c1)c1ccc(Cl)nc1	-9	27*	-3.5	43	15	-2	-11	5	2	32
CCCNC(=S)N1CCN(C)CC1	10	6	-0.3	10	·	8.2*	-8	5	3	-32
CC(=O)N1c2ccc(S(=O)(=O)NCC3CCC(C(=O)Nc4cccc(C)n4)CC3)cc2CC1C (stereo not given)	-37	-11	1.4	56	-3	-1	-17	2	0	1
Cc1ccc(S(=O)(=O)Nc2c(C)nn(C)c2C)cc1C	-1	-2	-0.2	7	-2	2	-9	-3	5	-16
CCc1cc2c(=O)nc3n(c2s1)Cc1ccccc1/C3=C(/O)c1cccc([N+](=O)[O-])c1	14	-10	2.2	53	·	-2	-8	·	8	-24
O=S(=O)(NCc1ccco1)c1cnc(Cl)c(Cl)c1	-5	3	-0.5	20	2	-2	-1	-3	2	1
Cc1ccc(C(=O)n2cnnc2N)cc1C	·	-1	2.2	-10	1	-3	-15	-2	-3	9
Cc1ccc(CCCOC(=O)C[N+]2(C)CCCCC2)cc1	-5	-5	0.1	14	-2	2	-12	-4	-3	-18
CCOC(=O)C[C@H]1c2ccc(C(F)(F)F)cc2S(=O)(=O)N1C(C)C	-7	0	1.2	-8	6	-1	-7	·	7	-19
COc1ccc2nc(SCC(=O)NCc3ccc(F)cc3)[nH]c2c1	-15	-1	-0.4	·	-2	-4	-6	0	3	-12
CC1(C(=O)N2CCN(c3ccccc3)CC2)CC1(Cl)Cl (stereo not given)	14	-1	0.8	-5	3	0	-8	17	-1	4
CSc1nc(N)nc(N(C)C)n1	·	4	-3.1	4	0	-2	-7	61*	-2	-39
Nc1ccc(-c2cn3cccnc3n2)cc1	54	-3	1.3	-1	12	0	-15	1	6	-14
O=S(=O)(Nc1ccc2c(c1)nc1n2CCN(Cc2ccccc2)C1)c1ccccc1	·	24*	-1.4	12	·	1	2	-1	·	·
COC(=O)c1cn(-c2ccc(Cl)cc2)c(=O)c2ccccc12	-4	3	-0.1	69	·	-2	-7	0	0	0
Cc1ccc(C)c(OCCCN2CCCC2)c1	-4	0	2.6	-9	·	-1	-13	5	3	0
O=c1cc(NC2CCCCCC2)[nH]c(=O)[nH]1	0	1	-0.7	-21	-4	-1	-10	6	-3	-7
O=C(CSc1nnc2ccc(-c3ccccn3)nn12)Nc1ccccc1	8	0	0.6	5	-2	0	1	5	1	19
Cc1cc(/C=N/NC(=O)C(=O)N2CCCC2)c(C)n1-c1cccc(Br)c1	-1	3	-1.0	56	·	-1	-14	-2	12	-34
CN(CC(=O)NCc1ccc2c(c1)OCO2)S(=O)(=O)c1ccc(F)cc1	-7	1	-0.9	·	-2	2	-9	-4	-3	9
O=C(COC(=O)c1ccc(Cl)s1)c1ccc[nH]1	3	-11	1.8	-31	-1	1	-18	-5	0	1
C=C(C)CNC(=S)N/N=C(\C)c1ccc(OC)cc1	2	7	0.8	20	26	-1	7	0	0	1
CN(Cc1cccc(F)c1)C(=O)c1cc(=O)[nH]c2ccccc12	2	-1	0.0	·	1	-1	-5	3	7	-20
CCOc1ccccc1CN1CCNC(=O)C1CC(=O)N(C)CCc1cnn(C)c1 (stereo not given)	6	-2	-0.4	-20	1	-2	-7	1	-2	-3
COc1ccccc1OCCNC(=O)C1CCCCC1	12	-4	2.1	-23	1	0	-11	5	5	4
CC(C)(C)c1csc(NC(=O)c2cccs2)n1	51	-7	1.1	-10	·	4	-16	·	-1	-3
O=C(NCc1ccccn1)Nc1ccccc1	13	3	-0.1	-18	2	-3	-8	-3	3	-6
CCOC(=O)c1c(C=O)c2sc(C)cc2n1C	24	2	-0.9	-13	44*	0	3	·	4	17

2 entries from above, with values under each structure.
Order of results – MITF act	dFosB activator	CDK5 inh	SR-BI HDL uptake	Wnt act	V-ATPase pH	PvdQ acylase	NSD2 inh	HTR5A ag ctr	HTR5A inv ag
CCOCCCNC(=O)C1CCC(CNS(=O)(=O)c2ccc(F)cc2)CC1 (stereo not given)
  0	-2	0.3	-14	-4	1	-6	34	2	12
Cc1ccccc1NC(=O)NNC(=O)COc1ccc2ccccc2c1
  0	7	-2.5	-23	-1	2	-5	-2	2	18

More entries
SMILES	MITF act	dFosB activator	CDK5 inh	SR-BI HDL uptake	Wnt act	V-ATPase pH	PvdQ acylase	NSD2 inh	HTR5A ag ctr	HTR5A inv ag
Cc1ccc(C)n1-c1ccc(C(=O)NCc2ccncc2)cc1	-3	-9	-1.4	-5	0	1	-10	0	0	1
Cc1ccc(C)c(NC(=O)c2ccccc2NC(=O)C2CCCO2)c1 (stereo not given)	-2	-8	-2.7	-3	60*	-1	-9	-1	-1	6
Cc1ccc(C(=O)NCC(=O)N2CCN(c3ncccn3)CC2)s1	10	-7	-0.7	-15	4	4	-15	1	-3	8
Cc1[nH]c(=O)[nH]c(=O)c1CSCC(=O)OCC(=O)Nc1ccccn1	3	-4	-0.4	·	3	1	-14	1	-1	3
COc1ccc(C2=NS(=O)(=O)N(C)C(C(=O)Nc3cc(C)ccc3O)=C2)cc1OC	4	-6	-1.5	-28	-3	-3	-10	·	7	-22
COc1cccc(Oc2cnc(N)nc2-c2ccc(OC)cc2O)c1	·	-9	0.1	11	-21	0	-4	2	-1	-2
Cc1cccc(NC(=S)N2CCC(c3nc4ccccc4s3)CC2)c1	-10	-11	-2.3	12	·	-2	-10	0	-2	4
CCCCNc1ccc2c(c1)C1CC2CCN1C(=O)OCc1ccccc1 (stereo not given)	125*	-6	1.7	-8	11	4	-13	·	0	1
CCNc1cccc2c1C(=O)N(C)C2=O	-1	-1	0.7	9	-2	-1	-11	2	1	3
NCCCC[C@@H]1NC(=O)[C@H](CCC(=O)O)NC(=O)c2cc([N+](=O)[O-])cc(I)c2SC[C@@H](C(=O)NCC(N)=O)NC1=O	7	3	-1.5	-30	1	4	-3	·	0	-11
O=C(Nc1ccc(Cl)cc1)Nc1cccnc1	7	-1	0.6	10	-1	1	4	-2	5	7

Whole records from above.
Listed for NCCCC[C@@H]1NC(=O)[C@H](CCC(=O)O)NC(=O)c2cc([N+](=O)[O-])cc(I)c2SC[C@@H](C(=O)NCC(N)=O)NC1=O → MITF act: 7; dFosB activator: 3; CDK5 inh: -1.5; SR-BI HDL uptake: -30; Wnt act: 1; V-ATPase pH: 4; PvdQ acylase: -3; NSD2 inh: ·; HTR5A ag ctr: 0; HTR5A inv ag: -11
Listed for Cc1cccc(NC(=S)N2CCC(c3nc4ccccc4s3)CC2)c1 → MITF act: -10; dFosB activator: -11; CDK5 inh: -2.3; SR-BI HDL uptake: 12; Wnt act: ·; V-ATPase pH: -2; PvdQ acylase: -10; NSD2 inh: 0; HTR5A ag ctr: -2; HTR5A inv ag: 4
